Compound activity as filed in PubChem.
POLK inh: blocks human DNA polymerase kappa activity. Q9UBT6. purified Pol kappa, fluorescent DNA synthesis assay, 10 min. Potency, µM (titrated, usually from 107 µM), for the others: at the top dose activity, negative = inhibition, most hits filed as inhibitors. 400,000 compounds, 0.53% hits; further: on the % scale 0 is the no-effect control and ±100 the full control effect
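Kinetic fluorescence readout at 0 and 10 min followed reaction start with substrate at 50 nM final. Beforehand, enzyme (10 nM Pol kappa) stood 15 min with compound at room temperature; buffer-only wells were negative controls.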
G9a inh: blocks human histone lysine methyltransferase G9a; 350,000 compounds, 8.8% hits; AID 504332; Potency, µM (top dose mostly 102 µM), inactives show at the highest dose activity, negative = inhibition, usual class: inhibitors; Q96KQ7; G9a H3K9 monomethylation, AlphaScreen, 2 h; further: on the % scale 0 is the no-effect control and ±100 the full control effect; nearly all actives have a fitted effect of over 75% in size
Target sequence (Q96KQ7 913-1193 limits assumed): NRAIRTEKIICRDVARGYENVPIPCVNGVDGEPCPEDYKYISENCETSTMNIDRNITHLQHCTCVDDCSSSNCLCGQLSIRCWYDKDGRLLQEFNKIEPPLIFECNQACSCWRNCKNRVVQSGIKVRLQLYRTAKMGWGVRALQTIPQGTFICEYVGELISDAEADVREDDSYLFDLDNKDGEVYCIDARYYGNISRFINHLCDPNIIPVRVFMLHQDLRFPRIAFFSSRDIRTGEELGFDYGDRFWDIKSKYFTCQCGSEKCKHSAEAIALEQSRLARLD
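Readings reflect AlphaScreen signal from monomethyl-H3K9 antibody detection. HMT at 20 nM; substrate b-H3K9 500 nM; cofactor SAM 20 uM; 2 h RT reaction; compounds tested as titrations in qHTS with 15 min preincubation.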
Pol beta inh: DNA polymerase beta (human) inhibition. Pol beta primer extension/strand displacement, fluorescence kinetic. Potency, µM (series often up to 114 µM), without a hit: top-dose activity change, negative = inhibition, hits mostly inhibitors. 340,000 compounds, 1.3% hits. AID 485314. P06746; further: on the % scale 0 is the no-effect control and ±100 the full control effect
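Pol beta (10 nM) and compounds were preincubated 15 min at room temperature, then 50 nM substrate (final) started primer extension/strand displacement. Reads were taken at 0 and 10 min; concentration-response data were fitted to a four-parameter Hill equation.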
BAZ2B block: BAZ2B (human) inhibition. AlphaScreen BAZ2B-H3K14Ac peptide displacement. 360,000 compounds, 4.4% hits. Potency, µM (highest dose often 114 µM), for inactives: at the top dose activity change, negative = inhibition, most hits filed as inhibitors. AID 504333. Q9UIF8; further: on the % scale 0 is the no-effect control and ±100 the full control effect; nearly all actives have a fitted effect of over 60% in size
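AlphaScreen luminescence quantifies BAZ2B engagement of H3K14Ac peptide; the protein and biotinylated peptide are both at 50 nM final, buffer PBS pH 7.4 with 0.01% Tween-20, all steps at room temperature.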
Anesthetic bind: candidate novel general anesthetic via apoferritin binding. P02791. apoferritin/1-aminoanthracene competitive binding, fluorescence. Potency, µM (titrated, usually from 77.5 µM), for the others: at the top dose activity change, negative = displacement, actives largely listed as inhibitors. 350,000 compounds, 0.074% hits. AID 485281; further: on the % scale 0 is the no-effect control and ±100 the full control effect; nearly all actives have a fitted effect of over 20% in size
Target sequence (P02791 2-175 limits assumed): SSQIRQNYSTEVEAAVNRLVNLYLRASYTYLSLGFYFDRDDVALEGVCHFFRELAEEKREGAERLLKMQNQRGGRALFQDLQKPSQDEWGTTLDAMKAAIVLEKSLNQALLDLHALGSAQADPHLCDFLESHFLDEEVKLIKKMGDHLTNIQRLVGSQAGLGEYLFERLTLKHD
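Steps: apoferritin (10 uM) was premixed with half-saturated 1-AMA in PBS, compounds were pin-transferred, plates stood 10 min at room temperature, fluorescence was read at 380/535 nm, and curves were fitted with a Hill equation.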
Pol eta inh: inhibitors of human DNA polymerase eta. Q9Y253. recombinant Pol eta, fluorescent DNA replication assay. Potency, µM (top dose mostly 114 µM), inactives show top-dose activity change, negative = inhibition, hits mostly inhibitors. 390,000 compounds, 1.2% hits; further: on the % scale 0 is the no-effect control and ±100 the full control effect
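Pol eta at 10 nM preincubated with compounds 15 min at room temperature; reaction started with fluorescent substrate (50 nM final) and read kinetically at 0 and 10 min.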
BLM inh: blocks DNA unwinding by human BLM helicase; Potency, µM (series often up to 56.1 µM), for the others: at the top dose activity change, negative = inhibition, hits mostly inhibitors; 350,000 compounds, 0.2% hits; recombinant BLM DNA unwinding, fluorescence dequenching; P54132;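 further: plate controls were vehicle for no effect and no enzyme for full effect; nearly all actives have a fitted effect of over 35% in size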
APE1 inh: inhibitors of human APE1 endonuclease; P27695; 350,000 compounds, 0.35% hits; Potency, µM (titrated, usually from 65.8 µM), for the others: at the highest dose activity change, negative = inhibition, usual class: inhibitors; recombinant APE1, TAMRA/BHQ-2 abasic DNA cleavage fluorescence;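 further: plate controls were vehicle for no effect and reference inhibitor for full effect; nearly all actives have a fitted effect of over 55% in size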
Target sequence (P27695 whole entry, looked up): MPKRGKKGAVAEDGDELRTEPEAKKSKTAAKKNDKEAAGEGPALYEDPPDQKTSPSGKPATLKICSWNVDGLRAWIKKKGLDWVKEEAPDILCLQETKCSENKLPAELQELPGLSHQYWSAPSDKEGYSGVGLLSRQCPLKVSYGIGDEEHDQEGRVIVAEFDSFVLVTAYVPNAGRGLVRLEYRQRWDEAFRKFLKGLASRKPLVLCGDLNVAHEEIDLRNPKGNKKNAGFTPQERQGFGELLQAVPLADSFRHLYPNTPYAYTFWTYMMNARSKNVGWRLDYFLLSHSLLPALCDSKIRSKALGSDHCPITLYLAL
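Measures dequenching upon AP-site incision of a 5'-TAMRA/3'-BHQ-2 THF-containing duplex, 50 nM; human APE1 0.75 nM after 15 min room-temperature exposure to compound; kinetic three-point read at one-minute spacing.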
Pol iota inh: blocks human DNA polymerase iota activity; 390,000 compounds, 1% hits; Q9UNA4; AID 588590; Potency, µM (highest dose often 115 µM), for the others: top-dose activity, negative = inhibition, most hits filed as inhibitors; Pol iota fluorescent replication assay, 10 min
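Pol iota at 10 nM preincubated 15 min with compounds at room temperature; reaction started with fluorescent substrate, 50 nM final. Fluorescence read kinetically at 0 and 10 min; buffer-only wells as negative control.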
* marks the source's active call; other numbers are inactive results; ? = inconclusive; / = not tested or not shown; [ ] = dose if it differs, or a comment. The call rests on the fitted dose curve; in most records, active means well fitted curve in the direction sought with a large enough effect; inconclusive means small, poorly fitted or top-dose-only effect, or another doubt; inactive means no such curve, though single readings can be large; an effect the other way counts as inactive or inconclusive. Potency means the concentration at half of the fitted maximal effect. This is a subset; the hit share may differ from the screen's.

G9a inh,APE1 inh,BLM inh,POLK inh,Pol beta inh,Anesthetic bind,Pol iota inh,BAZ2B block,Pol eta inh,Compound
2.1%[59 µM],/,1.1%,1.8%,30.4%,-9.1%,17.1%,-0.9%[57.1 µM],-2.9%,CCC(=O)Nc1c(C(=O)N2CCN(c3ccc(F)cc3)CC2)oc2ccccc12
-2.7%[59 µM],-7.7%,-3.2%,-3.0%,35.1%,-10.0%,28.1%,-4.8%,-9.2%,COC(=O)CSc1ncnc2c1sc1nc(N3CCOCC3)c3c(c12)CCCC3
-33.5%,-0.3%,3.8%,-8.2%,0.6%,-3.6%,19.6%,/,0.9%,O=c1cc(N2CCc3ccccc32)[nH]c(=O)n1-c1ccccc1Cl
22.5%,-14.5%,-4.5%,-8.8%,88.3%,-8.5%,-4.9%,-8.7%,-13.5%,O=C(Nc1cccc(Cl)c1)c1cc(S(=O)(=O)N2CCOCC2)cs1
?,2.4%,-5.5%,-11.9%,0.4%,-17.1%,-6.0%,?,-26.8%,COc1cc(CN2CCN(c3cccc(C)c3C)CC2)cc(Br)c1O
/,18.1%,5.8%,-4.4%[60.1 µM],/,3.9%,/,/,/,CC(C)CCCC(C)C1CCC2C3CC[C@H]4CC(=O)CC[C@@]4(C)C3CC[C@@]12C (stereo partly specified)
-2.3%[59 µM],/,-1.7%,-3.9%[60.1 µM],-25.1%,-1.7%,25.9%,5.9%,-25.2%,O=C(Cn1cc(S(=O)(=O)N2CCCC2)c(S(=O)(=O)N2CCCC2)c1)Nc1ccc(F)cc1
-2.3%[12.7 µM],-3.3%,0.9%,-1.0%,7.7%,-17.4%,8.0%,-18.5%,-6.0%,O=S1(=O)C=C(N2CCOCC2)c2ccccc21
11.5%,9.3%,-0.7%,-2.7%,82.3%,-10.9%,38.8%[activator],4.5%,-6.5%,CCN(C(=O)Cc1c(C(=O)O)n(C)c2ccccc12)c1cc(OC)ccc1OC
63.4%[activator],1.6%,-0.9%,-5.5%,12.6%,-7.1%,-2.5%,-5.3%[57.1 µM],-16.8%,O=C(Nc1cccc(Cl)c1)Nc1nnc(-c2ccccc2)o1
50.1µM*,17.7%,-5.1%,-18.4%,52.4%[activator],?,-9.2%,?,-27.1%,Nc1nc2c(s1)CC(c1ccccc1)CC2 (stereo unspecified)
12.4%,-3.3%,-10.5%,-4.6%,-10.2%,-8.8%,139.0%[activator],16.8%,-0.4%,CCCCCC1CCC(c2nnc(SCC(C)=O)o2)CC1 (stereo unspecified)
/,-1.3%,-2.8%,-10.5%,4.0%,-10.6%,65.5%[activator],21.3%,-3.1%,C=CCN(c1ccccc1C(=O)O)S(=O)(=O)c1ccc(C)cc1
-42.3%[59 µM],-5.5%,0.4%,-14.8%,15.6%,-12.7%,3.9%,?,-6.2%,CCOc1ccc(-n2ccnc2SCC(=O)NCc2ccc3c(c2)OCO3)cc1
-34.6%,-1.2%,-1.2%,-10.7%,-6.9%,-21.5%,2.2%,-35.2%[57.1 µM],-13.1%,CCCN1C(=O)C(Cc2nc3ccccc3c(=O)n2C)c2ccccc21 (stereo unspecified)
-3.2%[12.7 µM],-0.8%,/,-5.9%,/,/,86.9%[activator],-2.3%,-4.7%,CCN(CC(=O)Nc1ccccc1C(F)(F)F)C(=O)Cc1ccc2c(c1)CCC2
7.7%[59 µM],30.7%,0.5%,?,41.0%,-15.9%,50.1µM*,-3.4%,-13.7%,CC(=O)Nc1c2c(nn1-c1cccc(C)c1)CSC2
0.8%,17.6%,-3.4%,-9.7%,-14.7%,-11.9%,?,13.0%,2.9%,O=C(NCc1ccc(F)cc1)c1cc(-c2cccs2)on1
4.5%[59 µM],-1.7%,-9.3%,-11.5%,25.2%,44.4%[activator],83.8%[activator],-3.7%,1.1%,CCn1cc(CNC(=O)CSc2nc(-c3ccc(OC)c(OC)c3)cc(C(F)(F)F)n2)c(C)n1
-3.2%[59 µM],/,1.7%,-5.7%,2.5%,-6.8%,-8.3%,-5.2%,-20.8%,COC(=O)c1ccc(NC(=O)CSc2cn(CC(=O)N3CCCCC3)c3ccccc23)cc1
-10.1%[59 µM],12.9%,-1.6%,-3.8%,16.7%,-17.1%,5.6%,-3.4%,-6.2%,Cc1ncsc1C(=O)Nc1nc2c(s1)CC(C)CC2 (stereo unspecified)
-48.8%,11.8%,/,-8.4%,/,/,-7.3%,-28.2%,-21.2%,CN(CC(=O)Nc1cccc(F)c1)C(=O)c1cc(-c2ccccc2)nc2ccccc12
0.4%,?,0.3%,-2.1%,27.3%,-3.6%,44.4%[activator],-7.0%,-16.7%,NS(=O)(=O)c1ccc(Sc2ccccn2)c([N+](=O)[O-])c1
10.9%,2.0%,0.8%,-9.8%,-1.2%,-15.1%,26.6%,-1.9%,-3.4%,C=CCn1c(SCC(=O)Nc2cc(C)ccc2OC)nnc1-c1ccco1
-49.5%[59 µM],/,-9.6%,-15.1%[60.1 µM],-21.7%,4.9%,-20.4%,?,-13.3%,CCOC(=O)c1cc(-c2ccc(F)cc2)n(CCC(=O)Nc2nc3ccc(OC)cc3s2)c1C
-1.8%,25.8%,-6.8%,-4.9%,6.3%,-2.3%,27.1%,-1.3%,-22.6%,CC(C)Oc1cccc(C(=O)N2CCCC2)c1
13.7%,1.8%,-2.8%,-21.9%,38.9%,-12.4%,-4.1%,0.6%,2.7%,COc1ccc(/C=N\NC(=O)c2ccc(Cn3cc(Br)c([N+](=O)[O-])n3)o2)c(OC)c1C
4.6%[59 µM],/,-3.0%,13.4%,30.0%,5.0%,0.2%,-11.1%,1.1%,COc1ccc(-c2cc(-c3ccc4c(c3)NC(=O)CO4)nc3c2COc2ccc(F)cc2-3)cc1
-13.2%[59 µM],-1.0%,/,2.9%,/,/,4.7%,10.9%,-8.2%,COc1ccc(S(=O)(=O)N2CCN(C)CC2c2ccccc2)cc1 (stereo unspecified)
?,0.1%,-26.3%,1.4%,-6.5%,-1.2%,94.1%[activator],-14.2%,-22.9%,O=C(NN1CCN(Cc2ccccc2)CC1)c1ccc(Cl)cc1
3.4%[59 µM],/,-3.0%,-11.8%[60.1 µM],-9.4%,-5.5%,7.0%,3.7%,14.7%,COC(=O)c1ccc(NC(=O)C(=O)NCCc2sc3nc(-c4ccc(OC)cc4)nn3c2C)cc1
1.2%,4.8%,-2.2%,-0.7%,20.2%,-6.3%,90.2%[activator],0.2%,6.8%,COCCNC(=O)c1cc2nc(-c3ccccc3)cc(C)n2n1
6.6%,0.0%,-0.7%,-9.4%,3.1%,-5.5%,28.4%,3.3%,-5.7%,Cc1ccc(S(=O)(=O)N2CCC(C(=O)NNC(=O)c3ccncc3)CC2)cc1
-7.8%,-1.6%,-7.2%,-13.1%,6.8%[57.1 µM],-3.0%,0.9%,4.5%,-16.8%,O=C(Nc1ccc(OC(F)(F)F)cc1)Nc1cccc([N+](=O)[O-])c1
-5.0%[59 µM],/,-3.3%,7.1%,4.3%,-10.1%,-7.4%,3.0%,-7.5%,Cc1ccc(NC(=O)Cn2c(=O)n(Cc3ccco3)c(=O)c3ccccc32)cc1
20µM*,-13.3%,/,-11.8%,/,/,-0.8%,?,-12.9%,CN(CC(=O)Nc1ccc(N2CCOCC2)cc1)C(=O)CCCOc1ccc(Cl)cc1Cl
-8.0%[59 µM],2.7%,-0.5%,-3.5%,51.5%,-0.5%,144.9%[activator],7.8%,0.0%,CCOc1ccc2c(CC)cc(=O)oc2c1OCC
-2.4%[59 µM],/,-2.8%,-5.0%,15.0%,-8.7%,7.4%,3.7%,-18.1%,CCN(Cc1ccccc1)Cc1c(O)ccc2c(=O)c(-c3ccc(Cl)cc3)coc12
7.7%[59 µM],2.8%,-3.5%,-1.7%,8.8%,-15.9%,5.2%,-4.5%,0.3%,CCOC(=O)Cc1nnc(Nc2cccc(C)c2)c2ccccc12
1.2%[12.7 µM],9.7%,-8.2%,-6.3%,13.3%,-10.3%,-10.9%,-2.3%,-3.6%,Cc1csc(NC(=O)C2CCN(C(=O)CSc3nnc(C)n3Cc3ccccc3)CC2)n1
50.1µM*,16.3%,-12.3%,-8.0%,2.2%,?,-6.1%,-26.0%,-25.4%,FC(F)(F)c1ccc(/C=N/n2c(C3CCCCC3)n[nH]c2=S)cc1

Sorted by value in POLK inh (largest number first): some entries from above.
G9a inh,APE1 inh,BLM inh,POLK inh,Pol beta inh,Anesthetic bind,Pol iota inh,BAZ2B block,Pol eta inh,Compound
-5.0%[59 µM],/,-3.3%,7.1%,4.3%,-10.1%,-7.4%,3.0%,-7.5%,Cc1ccc(NC(=O)Cn2c(=O)n(Cc3ccco3)c(=O)c3ccccc32)cc1
-13.2%[59 µM],-1.0%,/,2.9%,/,/,4.7%,10.9%,-8.2%,COc1ccc(S(=O)(=O)N2CCN(C)CC2c2ccccc2)cc1 (stereo unspecified)
-1.8%,25.8%,-6.8%,-4.9%,6.3%,-2.3%,27.1%,-1.3%,-22.6%,CC(C)Oc1cccc(C(=O)N2CCCC2)c1
-2.4%[59 µM],/,-2.8%,-5.0%,15.0%,-8.7%,7.4%,3.7%,-18.1%,CCN(Cc1ccccc1)Cc1c(O)ccc2c(=O)c(-c3ccc(Cl)cc3)coc12
20µM*,-13.3%,/,-11.8%,/,/,-0.8%,?,-12.9%,CN(CC(=O)Nc1ccc(N2CCOCC2)cc1)C(=O)CCCOc1ccc(Cl)cc1Cl
